# MITF act: activators of MITF-driven TRPM1 promoter activity in SK-MEL-5 cells; SK-MEL-5 TRPM1-promoter luciferase, 24 h; % of positive control, neutral wells = 0; activation, % at 12.5 µM; 0.75% of 300,000 active; AID 588334;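 active = mean activation of at least 80% with every replicate also reaching 80%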;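 also: 0% = neutral control wells and 100% = parthenolide positive control wells; values of inactives mirror those of a sister screen read the other way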
# CAL PDZ FP-1: human CAL PDZ-peptide interaction inhibition. Q9HD26. purified CAL PDZ, TMR-peptide fluorescence polarization, 1 h. inhibition, % at 20 µM. 0.02% of 330,000 active. AID 504414;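 active = highest replicate inhibition of at least 40%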;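 also: plate controls were DMSO neutral control wells for no effect and unlabeled competitor peptide control wells for full effect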
#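 System: tagged CAL PDZ domain. Schedule: 1 h room-temperature incubation prior to read. Signal: fluorescence polarization (mP). Measure: percent inhibition from loss of millipolarization.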
# Ecoli viability: bacterial growth inhibition, counter-screen for AddAB inhibitors; 0.27% of 330,000 active; AID 449728; inhibition, % at 11.9 µM; E. coli V3065 growth, OD600 absorbance, 18 h;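 active = inhibition above the campaign's mean inhibition across all tested compounds plus 3 SD, cut at about 9.9% in these data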;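 also: uninfected addAB+ strain grown without phage in ampicillin broth; 0% = DMSO wells and 100% = ciprofloxacin 0.95 µg/ml wells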
# Wnt bcat act: activators of Wnt/beta-catenin signaling; activation, % at 9.35 µM; Wnt/beta-catenin reporter cell assay, activator, plate reader; 1.2% of 300,000 active; AID 743398; in the data active = activation above about 30%, passing the limit was not always enough;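 also: 0% = neutral control wells and 100% = positive control wells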
# CAL PDZ FP-2: inhibitors of human CAL PDZ peptide binding; Q9HD26; purified CAL PDZ, TMR-peptide fluorescence polarization, 1 h; inhibition, % at 24.9 µM; 0.92% of 300,000 active; AID 602252;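 active = mean inhibition of at least 30% with at least half of replicates also reaching 30%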;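 also: 0% = DMSO neutral control and 100% = excess unlabeled competitor peptide PRC23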
# Tat export inh: E. coli Tat transport inhibition | E. coli MC4100 TorA-mCherry Tat export, fluorescence | inhibition, % at 10 µM | 0.036% of 340,000 active | AID 488895;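 active = mean replicate inhibition at least 50% and at least half of replicates individually reaching 50%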;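 also: exported cargo escapes ClpAP degradation while cytoplasmic cargo is degraded and loses fluorescence; 0% = median of neutral control wells and 100% = median of NaSCN control wells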
# AddAB inh: less growth of phage-infected E. coli with AddAB; E. coli expressing H. pylori AddAB, absorbance growth; inhibition, % at 11.9 µM; 0.29% of 330,000 active; AID 435030; in the data active = inhibition above about 12%;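 also: 0% = vehicle wells of infected cells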
# SR-BI uptake up: SR-BI HDL lipid transfer activation | CHO ldlA[mSR-BI] cells, DiI-HDL uptake fluorescence, 3 h; 100 = double the neutral-control signal | activation, % at 12.5 µM | 0.096% of 320,000 active;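 active = mean replicate activation of at least 60% and every replicate at or above 60%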;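 also: 0% = median plate neutral-control signal and 100% = twice that signal; values of inactives mirror those of a sister screen read the other way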
#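 Assay system: LDL receptor-deficient CHO ldlA cells overexpressing murine SR-BI / Medium: BSA-supplemented, HEPES-buffered Ham's F12, pH 7.4 / Probe or stimulus: DiI-labelled HDL at 10 µg/mL final / Timing: compound with DiI-HDL co-incubation, 3 h at 37 °C / Technique: bottom-read cell fluorescence after medium removal, ex 550/em 595 nm / Measure: HDL uptake via cellular fluorescence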
# SR-BI DiI inh: inhibitors of mouse SR-BI mediated HDL lipid uptake; Q61009; ldlA[mSR-BI] CHO cells, DiI-HDL uptake fluorescence, 3 h; inhibition, % at 12.5 µM; 0.96% of 320,000 active;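 active = mean replicate inhibition of at least 70% and a set share of replicates each scoring 70 or more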;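 also: 0% = median of neutral control wells and 100% = median of positive control wells; values of inactives mirror those of a sister screen read the other way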
# Target sequence (Q61009 whole entry, looked up): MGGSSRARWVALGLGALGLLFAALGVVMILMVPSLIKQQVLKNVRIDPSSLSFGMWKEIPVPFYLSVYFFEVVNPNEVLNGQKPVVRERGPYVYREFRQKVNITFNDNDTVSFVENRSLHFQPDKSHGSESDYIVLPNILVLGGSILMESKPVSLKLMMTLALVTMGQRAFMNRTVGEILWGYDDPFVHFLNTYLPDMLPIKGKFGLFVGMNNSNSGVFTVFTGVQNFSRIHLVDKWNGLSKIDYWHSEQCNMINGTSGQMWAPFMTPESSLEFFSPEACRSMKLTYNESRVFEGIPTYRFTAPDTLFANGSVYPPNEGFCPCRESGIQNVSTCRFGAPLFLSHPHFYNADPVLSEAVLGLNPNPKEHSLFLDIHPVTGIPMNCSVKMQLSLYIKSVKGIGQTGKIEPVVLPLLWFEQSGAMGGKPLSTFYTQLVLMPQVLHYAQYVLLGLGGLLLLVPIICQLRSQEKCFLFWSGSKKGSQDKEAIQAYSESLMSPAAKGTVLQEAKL
# phage Ecoli inh: E. coli growth loss with phage present | growth absorbance | inhibition, % at 11.9 µM | 0.26% of 360,000 active | AID 651602; in the data active = inhibition above about 11%
# * = called active by the depositor; / = no result given.
molecule	Ecoli viability	SR-BI uptake up	CAL PDZ FP-1	MITF act	Wnt bcat act	SR-BI DiI inh	Tat export inh	AddAB inh	phage Ecoli inh	CAL PDZ FP-2
Cc1ccc(S(=O)(=O)NCCC(=O)NCc2ccc3c(c2)OCO3)cc1C	-2.0	4	-1.4	-3	-4	-4	-5	1.7	-0.2	-2
CC(C)C(=O)N1CCN(c2ccccc2NC(=O)COc2ccccc2)CC1	1.1	-26	0.1	-20	-1	26	-4	0.3	3.6	-4
CCN(CC(=O)NCc1ccc(F)cc1)CC(=O)Nc1ccc(Br)cc1F	-0.3	18	-1.3	-3	-7	-18	-9	0.7	5.2	-3
CC(C)CN1CCN(Cc2cccc3cccnc23)CC1CCO (centres undefined)	-1.9	32	-0.4	-12	1	-32	-4	0.5	0.6	-3
Cc1cc(S(=O)(=O)Nc2ccc(C(=O)NCC(C)(C)N3CCOCC3)cc2)ccc1F	-0.1	/	-1.1	3	0	-10	-7	0.6	2.0	3
O=C(Oc1ccc(OC(=O)N2CCOCC2)cc1)c1ccccc1	1.4	-7	-0.3	/	/	7	6	4.3	3.8	/
Cc1ccc(N2CC(C(=O)O)CC2=O)cc1 (centres undefined)	1.9	2	-1.2	-11	-1	-2	-5	2.8	2.8	0
Cc1ccccc1Cn1nnc(C(=O)Nc2cccc(C)c2C)c1N	-0.2	3	-0.3	/	5	-3	3	1.1	3.1	1
O=C(NC(=S)N1CCCC1)c1ccc(Cl)cc1Cl	-2.8	-6	-2.7	-6	-1	6	-5	-3.3	0.4	-5
O=[N+]([O-])c1cnc2ccccc2c1	-0.2	12	-0.3	-7	0	-12	-11	1.2	2.3	/
CSc1ccc(S(=O)(=O)NCC(=O)OCCOc2ccccc2)cc1[N+](=O)[O-]	-2.0	10	-2.2	-8	2	-10	6	0.3	0.8	0
CN(Cc1ccccc1)C(=O)c1[nH]cnc1C(=O)NCC(=O)OCc1ccccc1	-2.5	0	-0.5	-7	-1	0	2	6.2	2.4	-1
CC(C)CNc1nc(N)c([N+](=O)[O-])c(NCC2CCCO2)n1 (centres undefined)	-2.0	5	0.2	3	1	-5	4	-1.5	2.6	7
O=C(C[n+]1ccc2ccccc2c1)Nc1cc(C(F)(F)F)ccc1Cl	1.1	27	-3.3	-6	-1	-27	2	0.9	3.4	-3
CC(NC(=O)CCCN1C(=O)c2ccccc2C1=O)c1ccc2c(c1)CCCC2 (centres undefined)	-1.0	12	-0.5	4	/	-12	3	2.3	-0.1	-1

# The last 2 records of the part above come first, to join the parts:
molecule	Ecoli viability	SR-BI uptake up	CAL PDZ FP-1	MITF act	Wnt bcat act	SR-BI DiI inh	Tat export inh	AddAB inh	phage Ecoli inh	CAL PDZ FP-2
O=C(C[n+]1ccc2ccccc2c1)Nc1cc(C(F)(F)F)ccc1Cl	1.1	27	-3.3	-6	-1	-27	2	0.9	3.4	-3
CC(NC(=O)CCCN1C(=O)c2ccccc2C1=O)c1ccc2c(c1)CCCC2 (centres undefined)	-1.0	12	-0.5	4	/	-12	3	2.3	-0.1	-1
COc1cc2cc(C(=O)N3CCN(c4ccccc4OC)CC3)[nH]c2cc1OC	/	-16	-0.6	-8	0	16	5	/	-1.0	-6
Cc1ccc(C(=O)NCC(=O)NCC(c2cccs2)N2CCOCC2)cc1C (centres undefined)	-2.1	-1	0.5	6	-1	1	-2	-0.5	2.6	-3
CC(C)(C)NC(=O)c1ccc2c(c1)N(CC(=O)N1CCN(c3ccccc3F)CC1)C(=O)C(C)(C)O2	-0.2	20	-0.1	/	/	-20	3	1.9	0.0	-1
O=C(Oc1ccccc1C(=S)N1CCOCC1)c1ccc([N+](=O)[O-])cc1[N+](=O)[O-]	-1.1	/	-2.3	-23	-2	/	-1	2.9	0.1	-5
Cc1cc(C)nc(SCC(=O)OCN2C(=O)c3ccccc3C2=O)n1	0.3	18	0.4	0	/	-18	-1	3.1	0.9	-1
O=C(NN=Cc1ccccc1OC(F)F)c1ccc(NS(=O)(=O)c2cccs2)cc1	2.8	-82	-1.6	/	3	82*	-3	-1.5	-1.5	-6
CCC(C)(C)NC(=O)C(c1ccc(C)o1)N(C(=O)c1csnn1)c1cccc(F)c1 (centres undefined)	-2.4	6	0.9	-1	0	-6	1	1.2	2.2	-3
CCOc1ccc(C(=O)/C=C/c2ccccc2C(F)(F)F)cc1	-2.5	-12	-1.0	4	-9	12	-23	-0.1	0.6	-1
CNC(=O)C1CCN(S(=O)(=O)c2c(C)noc2/C=C/c2ccc(OC)cc2)CC1	0.8	-54	0.8	/	-3	54	0	1.8	5.3	/
COc1ccc(NC(=O)CCNC(=O)c2ccc([N+](=O)[O-])cc2)cc1S(=O)(=O)N1CCCCC1	/	-24	-4.3	-7	1	24	-9	/	0.1	-1
Cc1nc(CNS(=O)(=O)c2cccnc2)cs1	1.2	-4	-1.4	18	/	4	-1	1.5	2.1	-1
CCOc1ccc(N(CC(=O)NCc2ccc(Cl)cc2)S(=O)(=O)c2c(C)noc2C)cc1	0.2	5	-2.0	-3	-1	-5	-1	-1.5	1.7	-2
Cc1cc(C)c(NC(=O)OCCN2CCOCC2)c(C)c1	0.7	-8	-1.5	-6	/	8	-1	-2.1	2.0	-2
CCCNC(=O)c1cc2ccccc2c(=O)o1	2.9	40	0.2	-2	2	-40	5	0.5	3.2	0
Cc1ccccc1CNC(=O)CN1C(=O)c2ccccc2S1(=O)=O	1.9	/	-0.3	3	1	/	-13	3.2	0.1	/
COc1ccc(NS(=O)(=O)c2cccc(C(=O)N/N=C/c3ccccn3)c2)cc1	1.9	6	-0.9	11	0	-6	-3	2.5	1.8	8
Cc1c(C(=O)Nc2ccc(S(=O)(=O)NCC3CCCO3)cc2)cccc1[N+](=O)[O-] (centres undefined)	1.6	-28	-0.3	-5	-4	28	-6	6.5	5.0	7
COc1cc2c(C#CCCO)c(-c3ccc(C#N)cc3)oc(=O)c2cc1OC	0.4	-5	0.4	16	0	5	4	0.3	1.6	0
CCCCNC(=O)CSc1nnc(Cc2ccccc2)n1CC1CCCO1 (centres undefined)	1.9	26	-13	5	1	-26	0	2.0	2.0	4
COc1cc(C(=O)OC(C)C(=O)Nc2ccc3c(c2)OCO3)ccc1OCc1c(C)noc1C (centres undefined)	2.1	-11	-1.7	-1	-4	11	-2	-0.3	2.1	-4
O=CNc1ccc2c(c1)Cc1cc([N+](=O)[O-])ccc1-2	/	-32	-1.1	8	-2	32	7	/	5.2	/
O=C(CN1CCN(S(=O)(=O)c2ccc(Br)cc2)CC1)N/N=C/c1cccnc1	-0.7	-1	0.1	-7	/	1	2	1.0	3.2	-3
CCOc1ccc(Br)cc1S(=O)(=O)N1CCCC1	1.3	-1	-0.2	-1	-1	1	-9	-1.4	-0.3	-20
Cc1nc(C)c(C(=O)N/N=C/c2c[nH]c3ccccc23)s1	0.6	13	1.2	-2	/	-13	2	-0.9	/	2
C=CCOc1ccc(C=CC(=O)c2c(O)c(OC)c(OC)c(OC)c2OC)cc1	/	-31	-0.2	-4	1	31	11	/	3.9	-1
O=c1[nH]ncc(NCc2ccc(Cl)cc2)c1Cl	-1.4	0	-0.6	-3	-1	0	2	2.9	5.4	/
CCC1(CC)NC(=O)N(CC(=O)OCc2nc3cc(C(=O)OC)ccc3c(=O)[nH]2)C1=O	1.1	-12	0.4	15	-1	12	-6	1.6	1.2	3
O=C(Nc1ccccc1)N1CCCN(Cc2c(F)cccc2Cl)CC1	-2.1	13	0.0	5	0	-13	4	-2.3	4.6	3
Cc1cccc(N2CCN(C(=O)c3cc4c(=O)n(C)c5ccccc5c4n3C)CC2)c1C	-0.5	6	-1.3	-13	2	-6	3	0.5	3.0	-3
CSc1ccc(CN2C(=O)NC3(CCCCCC3)C2=O)cc1	2.1	19	-2.3	-7	-1	-19	-6	3.5	1.5	-3
COC(=O)[C@H](CC(C)C)NC(=O)Cn1cnc(C(=O)Nc2ccc(C)c(C)c2)n1	-2.9	4	-0.1	43	-2	-4	-3	0.7	0.4	0
Cc1ccc(Cc2ccc(C(=O)NNC(N)=S)o2)cc1	-0.2	-5	0.0	-11	0	5	1	3.1	4.7	-2
Cc1[nH]c2ccccc2c1/C=N/Nc1ccc([N+](=O)[O-])cc1	-1.6	-128	-0.1	21	0	128*	-3	4.0	-0.7	0
CCCCOC(=O)n1c(SCC(=O)N(CC)CC)nc2ccccc21	-0.8	-44	-1.2	4	4	44	-5	-0.9	2.2	-11
CCC(C)(C)n1nnnc1C(c1ccccc1)N1CCc2ccccc2C1 (centres undefined)	1.9	1	/	-3	-1	-1	7	-0.3	3.4	1
O=C(CNS(=O)(=O)c1cccs1)Nc1ccc2c(c1)OCCO2	-2.7	21	/	/	8	-21	10	-2.1	2.4	-2
CCN(CC)S(=O)(=O)c1ccc2oc(C(=O)NCc3ccc(C)cc3)c(C)c2c1	1.6	-76	-1.2	8	-3	76*	1	1.6	0.2	-4
CCN1C(=O)[C@@H]2[C@@H](c3ccc(-c4ccc(Cl)c(Cl)c4)c(OC)c3)N3CCCC[C@@]3(C(=O)OC)[C@@H]2C1=O	2.6	5	-2.3	-8	-4	-5	8	2.4	-0.2	-1
O=C(CCNC(=O)c1ccccc1)OCN1C(=O)c2ccccc2C1=O	-1.5	8	-2.2	2	/	-8	-4	0.3	1.6	-1
CC(=O)Nc1ccc(-c2csc(NC(=O)Cc3cccc(F)c3)n2)cc1	-0.8	-22	-0.8	9	2	22	-2	2.6	3.2	-5
O=C(CN1CCN(C2CCCCC2)CC1)c1ccc2cc[nH]c2c1	-2.5	36	0.5	-17	-2	-36	-1	1.1	2.5	2
COc1ccc(CN2CCCC(C(=O)c3ccc(SC)cc3)C2)cc1Cn1cccn1 (centres undefined)	1.6	/	-3.4	7	0	/	8	2.0	-1.5	3
C=CCN1N=C(/C=C/c2ccccc2)CCC1=O	-1.5	12	-0.4	18	1	-12	-1	1.6	2.0	0
O=C(O)COc1ccc(/C=N/n2c(COc3ccccc3)nc3ccccc3c2=O)cc1	-0.6	3	-0.7	21	-2	-3	1	5.2	4.1	0
O=C(CN1C(=O)S/C(=C\C=C\c2ccccc2)C1=O)NC1CCS(=O)(=O)C1 (centres undefined)	-1.6	1	-0.8	58	19	-1	2	2.2	-0.3	1
CC(C)OCCCNC(=S)Nc1ccc2nc3n(c(=O)c2c1)CCCCC3	1.8	-5	-0.8	-14	-2	5	4	3.7	2.4	-18
CCOC(=O)c1cnc2c(Cl)cc(Cl)cc2c1NCCOCCO	0.1	-36	-3.3	9	/	36	-5	2.3	1.5	-2
O=C1Nc2ccc([N+](=O)[O-])cc2OC1CCN1CCN(Cc2ccc3c(c2)OCO3)CC1 (centres undefined)	-2.5	-44	-0.4	-2	0	44	-1	-1.4	3.2	8

# Assay outcomes: PubChem BioAssay, several laboratories
